Mdm2-MdmX inh = inhibitors of human Mdm2/MdmX interaction. inhibition, % at 8 µM. O15151+Q00987. 330,000 compounds, 3% hits. SaOS-2 split-luciferase Mdm2/MdmX complementation, luminescence;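 active = inhibition of at least 50% at 8 µM in the primary screen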
Target sequence (O15151 whole entry, looked up): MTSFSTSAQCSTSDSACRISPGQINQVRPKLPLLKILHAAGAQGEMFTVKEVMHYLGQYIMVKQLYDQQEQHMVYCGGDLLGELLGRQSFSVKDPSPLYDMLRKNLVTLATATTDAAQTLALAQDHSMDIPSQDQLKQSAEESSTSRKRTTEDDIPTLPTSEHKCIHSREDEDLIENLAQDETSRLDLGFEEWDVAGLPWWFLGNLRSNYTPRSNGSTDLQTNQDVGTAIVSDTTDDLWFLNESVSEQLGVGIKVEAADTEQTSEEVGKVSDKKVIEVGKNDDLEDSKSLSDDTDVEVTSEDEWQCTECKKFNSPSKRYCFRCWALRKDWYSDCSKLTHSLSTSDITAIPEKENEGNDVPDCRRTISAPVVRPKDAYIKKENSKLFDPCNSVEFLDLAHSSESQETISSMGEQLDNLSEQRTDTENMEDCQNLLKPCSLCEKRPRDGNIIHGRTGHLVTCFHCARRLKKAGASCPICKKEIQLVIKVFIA
Target sequence (Q00987 whole entry, looked up): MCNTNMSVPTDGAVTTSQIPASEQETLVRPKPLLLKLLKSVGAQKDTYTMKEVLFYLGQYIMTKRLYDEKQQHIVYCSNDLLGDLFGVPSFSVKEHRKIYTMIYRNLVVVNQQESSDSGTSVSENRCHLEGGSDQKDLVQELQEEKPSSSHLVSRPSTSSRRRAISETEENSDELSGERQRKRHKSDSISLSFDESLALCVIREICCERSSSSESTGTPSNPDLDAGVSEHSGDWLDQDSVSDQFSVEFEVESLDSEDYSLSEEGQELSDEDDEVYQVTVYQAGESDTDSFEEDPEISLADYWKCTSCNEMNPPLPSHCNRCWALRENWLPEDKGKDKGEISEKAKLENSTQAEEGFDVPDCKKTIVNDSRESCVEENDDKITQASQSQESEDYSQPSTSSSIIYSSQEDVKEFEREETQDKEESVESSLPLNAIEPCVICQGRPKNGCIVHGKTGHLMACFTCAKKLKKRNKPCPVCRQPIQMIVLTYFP
Gli-Sufu block = antagonists of Gli-Sufu signaling; Sufu-KO-LIGHT fibroblasts, Gli luciferase reporter luminescence; inhibition, % at 5 µM; 340,000 compounds, 0.74% hits;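 active = inhibition above about 55%, limit read from the data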;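 note: 0% = DMSO-treated cells and 100% = wells with medium but no cells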
697 NFkB inh = inhibitors of the PMA/ionomycin-induced NF-kB reporter in 697 B cells. inhibition, % at 4 µM. 330,000 compounds, 0.33% hits. 697 B-cell NF-kB luciferase reporter, 16 h; in the data active = inhibition above about 35%
CCR6 antagonist = antagonists of human CCR6 receptor; P51684; CHO-K1 CCR6 PathHunter beta-arrestin, luminescence, CCL20-stimulated; inhibition, % at 20 µM; 340,000 compounds, 0.49% hits;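 active = compounds whose inhibition of the agonist-driven luminescence signal at 20 µM reaches about 50%, limit read from the data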;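 note: cells stimulated with CCL20 at 14 nM final; plate controls were DMSO with CCL20 for no effect and DMSO without agonist for full effect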
Jurkat NFkB inh = inhibitors of the PMA/ionomycin-induced NF-kB reporter in Jurkat cells; inhibition, % at 4 µM; AID 435003; 330,000 compounds, 0.53% hits; PMA/ionomycin-induced NF-kB luciferase reporter, luminescence; in the data active = inhibition above about 50%
UPR CHOP act = apoptotic UPR (CHOP) activation; CHO-CHOP luciferase reporter, luminescence; percent of tunicamycin response over DMSO baseline; AID 449763; activation, % at 10 µM; 330,000 compounds, 0.34% hits;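 active = at 10 µM dose, activation of 40% or more, normalized to positive control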;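 note: 100% = tunicamycin at 10 µg/mL and 0% = DMSO alone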
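System: CHO-CHOP luciferase reporter cell line | Buffer or medium: F12 medium containing 10% fetal bovine serum | Doses: One dose, 10 µM in 0.5% DMSO | Times: 6 h compound exposure at 37 °C after overnight seeding | Signal: Luciferase luminescence | Read-out: % activation vs tunicamycin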
CXCR6 inh = blocks human CXCR6 beta-arrestin recruitment; CHO-K1 PathHunter CXCR6 beta-arrestin, luminescence; O00574; inhibition, % at 20 µM; 360,000 compounds, 0.36% hits; AID 602244; in the data active = inhibition above about 34%, passing the limit was not always enough;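 note: antagonist mode with CXCL16 agonist at 10 nM final; 0% = 10 nM CXCL16 with DMSO and 100% = unstimulated wells without agonist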
XBP1 UPR activ = activators of adaptive arm of unfolded protein response (XBP1); CHO-XBP1 luciferase reporter, IRE1-XBP1 UPR activation, luminescence; percent of tunicamycin response, DMSO as zero; activation, % at 20 µM; 330,000 compounds, 0.33% hits; AID 463104;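 active = versus positive control, 20 µM dose yields 30% or more activation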;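 note: 100% = tunicamycin at 10 µg/mL and 0% = DMSO only wells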
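Test system: CHO-XBP1 luciferase reporter cells | Buffer or medium: Serum-containing F12 medium, 10% FBS | Schedule: 6 h compound exposure at 37 °C, 5% CO2 | Detection: Steady-Glo luciferase glow luminescence, 10 min after reagent addition | Read-out basis: Activation, % of tunicamycin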
EBI2 block = EBI2 (human) antagonism | inhibition, % at 5 µM | 360,000 compounds, 0.81% hits | EBI2 beta-arrestin recruitment, luminescence, 7a,25-OHC stimulated; in the data active = inhibition above about 38%;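 note: enzyme fragment complementation signal reports receptor beta-arrestin coupling in cells; 0% = agonist plus DMSO wells and 100% = wells without agonist; some results beyond the cut were filed as inactive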
The depositor's hits bear a star; nt = not tested or not shown.

A first look, 2 compounds:
Screens in order – CCR6 antagonist	EBI2 block	Gli-Sufu block	CXCR6 inh	UPR CHOP act	Mdm2-MdmX inh	Jurkat NFkB inh	697 NFkB inh	XBP1 UPR activ
1) COc1ccc(C(=O)OC(C)C(=O)NCC2CCCCC2)cc1S(=O)(=O)N1CCOCC1 (stereo unspecified)
  5	-13	-4	-2	2.6	-22	9	-1	-1
2) Cc1ccc(CNC(=O)c2ccc(N3CCC4(CC3)CC(c3ccccc3)=NO4)c(NC(=O)c3cccc(C)c3)c2)cc1
  10	13	22	17	1.9	-29	5	-28	4

Results, from the first entry:
Screens in order – CCR6 antagonist	EBI2 block	Gli-Sufu block	CXCR6 inh	UPR CHOP act	Mdm2-MdmX inh	Jurkat NFkB inh	697 NFkB inh	XBP1 UPR activ
1) COc1ccc(C(=O)OC(C)C(=O)NCC2CCCCC2)cc1S(=O)(=O)N1CCOCC1 (stereo unspecified)
  5	-13	-4	-2	2.6	-22	9	-1	-1
2) Cc1ccc(CNC(=O)c2ccc(N3CCC4(CC3)CC(c3ccccc3)=NO4)c(NC(=O)c3cccc(C)c3)c2)cc1
  10	13	22	17	1.9	-29	5	-28	4
3) Cc1onc(-c2ccccc2Cl)c1C(=O)N1CCCc2ccccc21
  5	-1	-9	0	-1.5	28	9	14	2
4) COc1ccc(-n2nc(C(=O)NCC(=O)NCCCN3CC(C)CC(C)C3)c3ccccc3c2=O)cc1OC (stereo unspecified)
  -2	-13	23	5	2.9	2	12	7	-3
5) O=C(Cn1nc(C(=O)O)c2ccccc2c1=O)Nc1ccc(F)cc1F
  5	-1	10	4	1.1	9	-6	2	1
6) O=C(NCCC(=O)N(Cc1ccco1)Cc1cccs1)c1ccc(Br)cc1
  13	11	3	5	0.8	9	4	14	-3
7) CN(C)CCOC(=O)CC12CC3CC(C1)CC(CC(=O)OCCN(C)C)(C3)C2
  -4	4	6	8	0.8	8	-9	-9	3
8) COc1cccc(Cn2c(NCC(C)C)nc3c2c(=O)n(C)c(=O)n3C)c1
  -13	-1	27	7	-0.9	4	-9	1	-1
9) O=C(CNC(=O)c1ccccc1F)NCc1cccnc1
  13	-1	-3	6	0.9	13	0	13	4
10) CN1C(=O)COc2ccc(C(=O)c3ccccc3C(=O)O)cc21
  5	-10	-7	-3	-1.2	8	9	14	0
11) CSc1nnc(Cc2ccc3c(c2)OCO3)o1
  -2	-9	-4	-1	0.2	12	-2	-10	0
12) CC(C(=O)NCC1CCCCC1)N1CCN(S(=O)(=O)c2cccs2)CC1 (stereo unspecified)
  7	-3	9	-7	-0.6	11	-2	8	-1
13) CS(=O)(=O)N(CC(=O)NC1CCCC1)c1ccc(Oc2ccccc2)cc1
  15	0	3	-4	2.5	9	19	-19	3
14) CCCOC(=O)Nc1nc2ccccc2o1
  -5	-1	-51	-5	4.7	-28	-55	-89	1
15) Cc1ccc(OCC(=O)NCCNC(=O)c2ccncc2)cc1
  6	2	29	0	0.1	-4	4	15	5
16) Cc1ccccc1NC(=S)NC(=O)/C=C/c1ccco1
  13	-7	-9	2	2.8	21	-1	4	-3
17) NC(=O)c1ccc(N2CCN(c3ccccc3F)CC2)c([N+](=O)[O-])c1
  14	4	57*	-7	-1.6	10	6	4	1
18) NC1C=CC=C(C(=O)O)C1 (stereo unspecified)
  5	3	-3	-1	1.7	13	10	22	-5
19) OCCC1CN(Cc2ccc(Oc3ncccn3)cc2)CCN1C1CCCCC1 (stereo unspecified)
  8	0	4	-5	-2.0	17	4	11	-1
20) CSc1nc(NCCN(C)C)c2sc3nc(-c4ccco4)c4c(c3c2n1)CCC4
  4	-7	-11	-4	nt	nt	nt	nt	nt
21) Cc1cc(C=O)sc1[B-](F)(F)F
  0	-6	-7	-7	nt	nt	nt	nt	nt
22) CCc1ccccc1NC(=O)c1cc(=O)c2ccccc2o1
  13	-8	-14	3	0.7	6	6	-3	-3
23) O=C(/C=C/c1ccc2c(c1)OCO2)c1ccc(F)cc1
  14	-5	-22	-2	2.6	9	-7	-2	9
24) Cc1ccc(OCC(=O)NN=C2c3ccccc3-c3ccccc32)cc1
  14	23	-5	-8	-0.4	36	-2	6	6
25) O=C1Nc2ccccc2C1=NN1CCCCCC1
  4	9	-1	-1	nt	nt	nt	nt	nt
26) Cc1ccc(Cl)cc1N1CCN(S(=O)(=O)c2ccc3[nH]c(=O)ccc3c2)CC1
  -9	-8	1	-5	1.8	18	-6	3	0
27) Cc1cccc(C(=O)NCCCNC(=O)c2cccc(C)c2)c1
  3	4	-1	2	nt	nt	nt	nt	nt
28) Cc1nn(C)c(C)c1NC(=O)Nc1ccc(Cl)c(Cl)c1
  9	-1	-5	-7	2.2	21	12	3	-2
29) COc1cccc(COC(=O)c2nn(-c3ccccc3)nc2N)c1
  19	-5	-10	-6	-0.4	-33	1	3	-1
30) CC(C)(C)c1ccc(NC(=O)CN2C(=O)NC(C)(C3CC3)C2=O)cc1 (stereo unspecified)
  -2	-5	-7	2	0.4	10	-14	12	1
31) CN1CCN(c2ccc(Cl)cc2NC(=O)c2cccc(S(=O)(=O)N(C)C)c2)CC1
  10	-6	9	4	-1.7	11	-28	6	1
32) COC(c1ccccc1)c1nnc(CCC(=O)NCc2ccc3ncccc3c2)o1 (stereo unspecified)
  -4	5	-1	-1	-2.0	-15	-8	-20	2
33) Cc1cc(C)c(-n2nnnc2SCC(=O)c2cc3ccccc3o2)c(C)c1
  14	12	-1	5	2.8	-9	2	18	-2
34) CCN(CC(=O)Nc1cc(Cl)ccc1C)C(=O)Cc1ccsc1
  8	1	6	8	1.0	22	1	16	-3
35) CC(C)(C)c1ccc(OCCCC(=O)Nc2ccc(S(N)(=O)=O)cc2)cc1
  1	-10	-5	-5	0.0	-8	10	-30	-2
36) O=S(=O)(c1ccc(Oc2ccc(S(=O)(=O)N3CCOCC3)cc2)cc1)N1CCOCC1
  4	0	9	6	-2.6	16	-5	-10	1
37) CCOc1ccccc1C(=O)NCCCN1CCN(CCCNC(=O)c2ccccc2OCC)CC1
  13	0	3	7	4.5	11	-9	-17	0
38) COCC(=O)N1CCC(Oc2ccc(C(=O)NCc3cnc(C)cn3)cc2)CC1
  -14	-4	-3	2	0.7	-3	4	14	-4
39) Cc1cc(C)c(N)cc1C
  2	-4	-17	-2	1.5	14	-11	3	-3
40) CCN(CC)CCCNC(CC(=O)Nc1cccc([N+](=O)[O-])c1)C(=O)O (stereo unspecified)
  4	-9	-4	-3	-0.9	19	3	15	-5
41) CCCCCCn1c(SCC(=O)c2c(N)n(C)c(=O)n(C)c2=O)nc2ccccc21
  5	-12	3	13	-1.4	16	-9	-18	23
42) Cc1nc(CN2CCN(S(=O)(=O)c3c(Cl)cc(Br)cc3Cl)CC2)cs1
  16	6	5	4	1.4	3	-8	14	3
43) Cc1ccc(C(=O)N/C(=C\c2sccc2C)C(=O)NCCCN2CCOCC2)cc1
  9	-17	-4	3	0.0	18	2	-1	-4
44) COC(=O)c1sc(S(=O)(=O)Nc2ccc(C)c(C)c2)c(C(=O)OC)c1C
  29	3	-8	-6	-1.0	7	-8	-11	-2
45) COCCCNC(=O)C1CCCN(S(=O)(=O)c2ccc(C)cc2)C1 (stereo unspecified)
  0	-4	5	-6	0.5	-20	-11	3	0
46) CN(C)CCCNC(=O)C(=O)NCC1OCCN1S(=O)(=O)c1cc(F)ccc1F (stereo unspecified)
  -6	-5	1	12	0.9	10	-6	9	0
47) Cc1cccc(NC(=S)NNC(=S)NCc2ccccc2)c1
  30	11	3	11	1.6	-3	-15	-53	-2
48) Cc1[nH]n(-c2ccccc2)c(=O)c1C=Nc1cnc2ccccc2c1
  17	4	1	11	-1.8	7	15	12	4
49) CCc1ccc(NC(=O)Nc2ccc3c(c2)N(C)C(=O)CS3)cc1
  -2	18	11	-22	0.3	10	-16	-37	0
50) COC(=O)[C@@H]1[C@@H](C)N(Cc2ccccc2)C(=O)N[C@H]1c1ccccc1
  4	-1	-5	6	-0.5	-2	3	13	0

More compounds.
Screens in order – CCR6 antagonist	EBI2 block	Gli-Sufu block	CXCR6 inh	UPR CHOP act	Mdm2-MdmX inh	Jurkat NFkB inh	697 NFkB inh	XBP1 UPR activ
51) O=C(O)c1cc2sccc2s1
  3	nt	-11	nt	0.7	23	2	11	-4
52) CCOC(=O)C1=C(COC(=O)CNS(=O)(=O)c2ccc(NC(C)=O)cc2)NC(=O)NC1C (stereo unspecified)
  5	-4	-11	-1	nt	nt	nt	nt	nt
53) Cc1ccc(Cl)c(NC(=S)N(CCCN2CCOCC2)Cc2ccco2)c1
  16	1	1	1	-1.6	-3	7	15	-5
54) Cc1nn(C)c(C)c1CNC(=O)Nc1ccc(Cl)cc1
  3	1	-41	4	1.7	-4	-39	-3	0
55) CN(C)c1nc(N)c([N+](=O)[O-])c(NCc2ccccc2)n1
  8	-4	-16	1	0.5	29	-3	5	9
56) Cn1cnc([N+](=O)[O-])c1Sc1ccc(C(C)(C)C)cc1
  13	-6	-28	0	1.3	25	0	12	6
57) COc1ccc(NS(=O)(=O)c2ccc(C(=O)N3CCN(Cc4ccccc4)CC3)cc2)cc1
  2	5	40	8	1.9	4	13	-13	-2
58) Nc1nc(-c2ccccc2)nc(-c2ccccc2O)n1
  -1	15	23	1	0.1	62*	-13	-11	-2
59) CCSc1cc(N2CCCC2)nc(-c2ccc(Cl)cc2)n1
  20	-10	6	3	0.4	8	-3	-12	-4
60) Cc1cc(OC(=O)c2ccc(C(F)(F)F)cc2)c([N+](=O)[O-])c(=O)[nH]1
  3	-5	-1	9	3.3	20	7	5	-1
61) COc1cccc(C(=O)OCC(=O)c2c(N)n(C)c(=O)n(C)c2=O)c1
  10	-1	0	7	-0.6	21	-4	13	1
62) c1ccc(Cc2nnc3sc(-c4ccc5c(c4)OCO5)nn23)cc1
  7	4	-10	3	1.0	-19	4	15	1
63) COc1ccc(C2C(C(C)=O)=C(O)C(=O)N2c2cccnc2)cc1OC (stereo unspecified)
  12	-5	1	-3	0.2	-4	0	2	2

Screening data deposited in PubChem by Sanford-Burnham Center for Chemical Genomics.

Compounds were not picked by outcome. Share with any hit: about 5%.
